Screening results as filed in PubChem.
TPT1 inhibitor = blocks Candida albicans tRNA 2'-phosphotransferase | inhibition, % at 5 µM | actives 0.81% (n = 300,000) | recombinant caTPT1, FP RNA substrate dephosphorylation | AID 1962;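 active means inhibition above the mean of all tested compounds plus 3 SD, set per screening campaign, cut at about 24% in these data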;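 further: plate controls were DMSO alone for no effect and ferristatin control at 100 nM for full effect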
EBNA-1 inh = blocks EBNA-1 binding to DNA. EBNA-1 DNA binding, fluorescence polarization. inhibition, % at 14.8 µM. actives 0.34% (n = 300,000). AID 1950; in the data active means inhibition above about 28%
core dimer inh = blocks dimerization of HCV core protein; TR-FRET GST/Flag-core106 dimerization, 1536-well; actives 0.33% (n = 300,000); inhibition, % at 5 µM;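 active means inhibition above the mean of all tested compounds plus 3 SD, set per screening campaign, cut at about 45% in these data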
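System – GST-tagged and Flag-tagged HCV core protein residues 1-106 · Repeats – one well for each compound · Technique – TR-FRET 671 and 617 nm emission · Doses – one concentration, 5 µM, in 0.5% DMSO · Times – 4 h, 22.5 °C incubation · Also added – Eu donor and XL665 acceptor anti-tag antibodies · Measure – percent inhibition of core106 dimerization signal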
PREPL inhibitor = inhibits the human prolyl oligopeptidase-like enzyme. Q4J6C6. recombinant PREPL, fluorescence polarization activity-based probe. inhibition, % at 5.96 µM. actives 0.68% (n = 320,000); in the data active means inhibition above about 43%;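 further: 0% = enzyme with DMSO and 100% = wells lacking enzyme; many of its hits are not listed in these tables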
PP5 primary = blocks human protein phosphatase 5 activity; P53041; purified PP5c, OMFP substrate fluorescence; inhibition, % at 6.7 µM; actives 0.18% (n = 320,000);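 active means inhibition above the campaign's mean inhibition across all tested compounds plus 3 SD, cut at about 9.5% in these data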;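 further: 0% = DMSO only and 100% = 100 µM cantharidin control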
Target sequence (P53041 whole entry, looked up): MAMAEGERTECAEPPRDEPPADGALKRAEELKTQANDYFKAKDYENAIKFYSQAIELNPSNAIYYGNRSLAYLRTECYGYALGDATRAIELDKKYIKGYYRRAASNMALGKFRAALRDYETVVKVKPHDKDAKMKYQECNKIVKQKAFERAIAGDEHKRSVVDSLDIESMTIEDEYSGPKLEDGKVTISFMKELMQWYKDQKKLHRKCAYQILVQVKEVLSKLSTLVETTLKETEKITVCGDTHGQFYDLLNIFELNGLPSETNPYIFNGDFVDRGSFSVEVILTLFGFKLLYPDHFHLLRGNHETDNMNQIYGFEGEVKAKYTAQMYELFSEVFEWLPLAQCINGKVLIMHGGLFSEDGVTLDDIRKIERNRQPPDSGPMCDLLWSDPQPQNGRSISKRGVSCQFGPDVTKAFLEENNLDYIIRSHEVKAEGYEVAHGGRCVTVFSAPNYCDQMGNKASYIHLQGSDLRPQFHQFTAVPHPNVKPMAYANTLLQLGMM
PP1 inh = counter-screen for PP5 inhibitors: inhibitors of human PP1-alpha; P62136; purified PP1alpha, OMFP fluorescence; inhibition, % at 6.7 µM; actives 0.9% (n = 320,000); AID 2235;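 active means inhibition above the mean inhibition of all tested compounds plus 3 SD, computed separately for each screening campaign, cut at about 15% in these data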
Target sequence (P62136 whole entry, looked up): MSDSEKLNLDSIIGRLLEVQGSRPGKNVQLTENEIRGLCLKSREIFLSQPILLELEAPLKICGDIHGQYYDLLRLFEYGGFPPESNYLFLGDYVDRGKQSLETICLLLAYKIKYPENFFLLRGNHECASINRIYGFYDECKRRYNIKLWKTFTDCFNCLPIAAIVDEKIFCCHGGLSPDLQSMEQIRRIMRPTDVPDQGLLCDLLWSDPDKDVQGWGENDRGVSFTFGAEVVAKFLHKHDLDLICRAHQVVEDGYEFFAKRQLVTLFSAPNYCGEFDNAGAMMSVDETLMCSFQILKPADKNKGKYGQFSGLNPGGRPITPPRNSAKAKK
CTSL1 counter = cathepsin L1 inhibition, PFM18AAP counter-screen. recombinant F. hepatica cathepsin L1, Z-Leu-Arg-MCA fluorescence. actives 0.49% (n = 300,000). inhibition, % at 5.96 µM;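 active means inhibition above the mean of all tested compounds plus 3 SD, set per screening campaign, cut at about 17% in these data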;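 further: 0% = plate median of test compound wells and 100% = 1 µM Z-Phe-Ala-diazomethylketone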
ZTA counter = counter-screen for EBNA-1 inhibitors: inhibitors of Epstein-Barr virus ZTA; actives 0.15% (n = 320,000); AID 2234; inhibition, % at 11 µM; ZTA-DNA binding, fluorescence polarization; P03206; in the data active means inhibition above about 33%
Target sequence (P03206 whole entry, looked up): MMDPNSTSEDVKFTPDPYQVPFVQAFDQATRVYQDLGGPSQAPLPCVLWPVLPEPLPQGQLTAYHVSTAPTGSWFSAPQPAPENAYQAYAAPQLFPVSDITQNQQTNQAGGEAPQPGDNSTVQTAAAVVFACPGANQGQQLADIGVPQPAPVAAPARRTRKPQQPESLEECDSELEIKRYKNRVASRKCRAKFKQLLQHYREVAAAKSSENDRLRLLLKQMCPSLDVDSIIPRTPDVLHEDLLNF
Efflux pump mplx = antifungal efflux pump inhibition, Nile Red retention; S. cerevisiae Candida pump triplex; inhibition, % at 10 µM; actives 0.44% (n = 330,000);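 active means plate passing quality check with inhibition over a set limit, or well fluorescence over plate mean plus 4 SD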;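 further: Nile Red retained in pooled yeast measured as flow cytometry median fluorescence; 0% = buffer negative control and 100% = Enniatin B positive control; higher means more Nile Red kept so more efflux inhibition; some compounds called inactive have numbers as strong as hits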
The depositor's hits bear a star; x = no result given. Only part of the results is shown. The share of hits here may be higher or lower than overall.

Below each compound – TPT1 inhibitor, EBNA-1 inh, core dimer inh, PREPL inhibitor, PP5 primary, PP1 inh, CTSL1 counter, ZTA counter, Efflux pump mplx
COc1ccc(-c2c(-c3cc(OC)cc(OC)c3)n(C)c3ccc(-c4ccc(N(C)C)nc4)cc23)cc1
  x, x, x, 19, 0.6, 4, x, 8, -0.2
O=C1C2C3C=CC(C3)C2C(=O)N1c1ccc2c(c1)CCC2 (stereo not given)
  -4, -5, 0, -7, -0.6, -4, -3, 0, 0.0
Cc1ccc(NS(=O)(=O)c2cc3c(cc2C)NC(=O)CO3)cc1
  -6, 12, 25, 10, 1.2, 2, 2, 9, -0.1
CCN(CC)S(=O)(=O)c1cc(NC(=O)CSc2nnc(-c3cccs3)o2)ccc1C
  -1, 0, 0, 6, -1.4, 0, -3, -4, 0.2
CC(NS(C)(=O)=O)C(c1cccs1)N1CCN(c2ccc(F)cc2)CC1 (stereo not given)
  -1, -7, 1, 6, 2.7, -3, 1, -6, 0.0
CCCc1cc(=O)n2[nH]c(C)c(-c3ccccc3)c2n1
  -9, 4, -3, 1, -1.8, 0, 5, 8, -0.1
C#CCOCCOCCOCCNc1nc(N2CCN(C(=O)[C@H]([C@@H](C)CC)n3cc([C@@H](N)CO)nn3)CC2)nc(N2CCN(C(=O)[C@H]([C@@H](C)CC)n3cc([C@@H](N)Cc4ccc(O)cc4)nn3)CC2)n1
  2, -4, -10, 21, -1.1, 4, 9, -7, -0.1
O=C(NC1CCN(C(=S)Nc2ccccc2)CC1)C1CCCCC1
  1, -7, -3, -2, 1.4, -1, -3, -5, -0.2
Cc1ccc(Oc2cc(N3CCOCC3)nc(-c3ccccc3)n2)cc1
  -1, 5, -1, -4, -0.1, -2, -4, 8, 0.0
c1ccc(-c2cn3nc4c(nc3n2)CCCC4)cc1
  -52, 2, 7, 10, -1.8, -3, 3, 9, 0.1

An excerpt of these results, with bars between the fields.
canonical_smiles | TPT1 inhibitor | EBNA-1 inh | core dimer inh | PREPL inhibitor | PP5 primary | PP1 inh | CTSL1 counter | ZTA counter | Efflux pump mplx
COc1ccc(-c2c(-c3cc(OC)cc(OC)c3)n(C)c3ccc(-c4ccc(N(C)C)nc4)cc23)cc1 | x | x | x | 19 | 0.6 | 4 | x | 8 | -0.2
O=C1C2C3C=CC(C3)C2C(=O)N1c1ccc2c(c1)CCC2 (stereo not given) | -4 | -5 | 0 | -7 | -0.6 | -4 | -3 | 0 | 0.0
Cc1ccc(NS(=O)(=O)c2cc3c(cc2C)NC(=O)CO3)cc1 | -6 | 12 | 25 | 10 | 1.2 | 2 | 2 | 9 | -0.1
CCN(CC)S(=O)(=O)c1cc(NC(=O)CSc2nnc(-c3cccs3)o2)ccc1C | -1 | 0 | 0 | 6 | -1.4 | 0 | -3 | -4 | 0.2
CC(NS(C)(=O)=O)C(c1cccs1)N1CCN(c2ccc(F)cc2)CC1 (stereo not given) | -1 | -7 | 1 | 6 | 2.7 | -3 | 1 | -6 | 0.0
CCCc1cc(=O)n2[nH]c(C)c(-c3ccccc3)c2n1 | -9 | 4 | -3 | 1 | -1.8 | 0 | 5 | 8 | -0.1
C#CCOCCOCCOCCNc1nc(N2CCN(C(=O)[C@H]([C@@H](C)CC)n3cc([C@@H](N)CO)nn3)CC2)nc(N2CCN(C(=O)[C@H]([C@@H](C)CC)n3cc([C@@H](N)Cc4ccc(O)cc4)nn3)CC2)n1 | 2 | -4 | -10 | 21 | -1.1 | 4 | 9 | -7 | -0.1
O=C(NC1CCN(C(=S)Nc2ccccc2)CC1)C1CCCCC1 | 1 | -7 | -3 | -2 | 1.4 | -1 | -3 | -5 | -0.2
Cc1ccc(Oc2cc(N3CCOCC3)nc(-c3ccccc3)n2)cc1 | -1 | 5 | -1 | -4 | -0.1 | -2 | -4 | 8 | 0.0

(next part)
Below each compound – TPT1 inhibitor, EBNA-1 inh, core dimer inh, PREPL inhibitor, PP5 primary, PP1 inh, CTSL1 counter, ZTA counter, Efflux pump mplx
Cc1ccccc1N1C(=O)c2ccccc2N2C(=O)c3ccccc3C12 (stereo not given)
  -7, 1, -1, -28, 0.4, 1, -7, -10, 0.0
NS(=O)(=O)c1ccc(NC(=O)CSc2nc3ccccc3[nH]2)cc1
  -3, -1, -3, 2, -0.2, -2, -2, 10, 0.1
CCCc1[nH]nc2c1C(c1ccc(OC)c(Cn3nnc4ccccc43)c1)C(C#N)=C(N)O2 (stereo not given)
  -3, 8, 23, 2, 2.1, 5, 0, 8, 0.1
Cc1ccccc1C(=O)N/N=C/c1cccc2ccccc12
  -4, 7, 7, 0, 0.9, 0, 0, 3, -0.2
COc1ccc(S(=O)(=O)N(CC(=O)NC2CC3CCC2C3)c2ccccc2OC)cc1 (stereo not given)
  -2, -26, 9, 10, -0.8, -1, 2, -1, 0.2
Cc1sc(NC(=O)CN(Cc2ccc(F)cc2)C(=O)C(C)C)c(C(N)=O)c1C
  -1, -3, 7, -1, 2.3, -4, 1, -9, 0.1
CCOC(=O)CN(Cc1sccc1C)C(=O)Nc1cccc(OC)c1
  0, 7, 3, -5, 2.6, -1, -4, 12, 0.0
O=C(O)C(F)(F)S(=O)(=O)O
  -5, -11, -5, 2, 0.0, 0, -2, -13, -0.1
CCOc1ccc(Nc2c3ccccc3nc3ccccc23)cc1
  0, -17, -3, 56*, 5.2, -2, 0, 7, 0.2
CC(=O)c1cn(CC(=O)Nc2ccccc2Cl)c2ccccc12
  -1, -8, -10, 1, 0.3, -3, -3, -14, 0.1
COc1ccc(/C=N/NC2=NS(=O)(=O)c3ccccc32)cc1
  -5, -4, 2, -3, 0.4, 1, 2, -17, 0.1
COc1cccc(-c2nc(CS(=O)(=O)CC(=O)N3CCN(C4CCCCC4)CC3)c(C)o2)c1
  1, 9, -14, 8, 4.3, -1, 2, 8, 0.4
CC(=O)Nc1cccc(NC(=O)CSc2nc(=O)n3cccc(C)c3n2)c1
  -2, -2, -1, 5, -1.0, -3, 3, -13, 0.0
CN1C(=O)C(CC(=O)Nc2ccc3c(c2)Cc2ccccc2-3)N(C)C1=O (stereo not given)
  -2, 6, 2, 8, 1.6, 1, 2, 8, 0.0
CCc1nc(NCC2CCCO2)c(C#N)c2c1COC(C)(C)C2 (stereo not given)
  -3, 10, -2, 10, 0.9, 0, 8, 1, 0.0
C#CCOCCOCCOCCNc1nc(N2CCN(C(=O)[C@H]([C@@H](C)CC)n3cc([C@@H](N)CO)nn3)CC2)nc(N2CCN(C(=O)[C@H](CCCCN)n3cc([C@@H](N)CC(C)C)nn3)CC2)n1
  -1, -2, 8, 5, 1.1, 6, 3, 1, 0.1
O=C(CSc1nnc(C2COc3ccccc3O2)o1)N1CCCc2ccccc21 (stereo not given)
  0, 0, 12, -1, 0.7, 0, 2, 4, 0.0
C[C@H]1CCC[C@]2(O[C@@H](CCO)C[C@H](O)[C@H]2O)O1
  2, 13, -6, 4, -1.1, -3, -1, -4, -0.1
O=C(NC1(C(F)(F)F)NC(=O)N(c2ccc(F)c(Cl)c2)C1=O)c1ccncc1 (stereo not given)
  0, 4, -3, 3, 2.5, -1, 1, -1, -0.1
CC(C)(C)C(=O)Nc1ccc(S(=O)(=O)Nc2nccs2)cc1
  -3, 4, -4, 11, -1.2, 2, 1, -15, -0.1
Nc1nc(SCC(=O)Nc2cc(-c3ccccc3)nn2-c2ccccc2)n[nH]1
  0, 1, 2, 4, 2.7, -5, -2, -15, -0.1
O=C1NC(c2ccc(-c3ccccc3[N+](=O)[O-])o2)C(C(=O)c2ccc(Cl)cc2)C(O)(C(F)(F)F)N1 (stereo not given)
  3, 5, -6, -2, 5.9, 0, 4, 13, 0.7
Cc1ccc(-n2c(Cc3cccs3)nnc2SCC(=O)OC(C)C)cc1
  -3, 6, 7, 0, -0.2, 0, -1, 2, -0.1
O=c1ccc(NS(=O)(=O)c2ccccc2Cl)cn1Cc1ccc(Cl)c(Cl)c1
  3, 1, 9, 7, 2.9, -3, -2, -6, -0.2
Cc1cc(C2CC(=O)Nc3ccccc3S2)c(C)s1 (stereo not given)
  0, -11, 1, -7, 2.9, -4, -4, -9, 0.0
O=C1c2ccsc2SCCN1Cc1cccc(Cl)c1
  -1, 5, 6, -37, -0.4, -3, 2, 2, 0.1
CN(C)c1ccc(CN(C(=O)/C=C/c2ccccc2Cl)C2CCS(=O)(=O)C2)cc1 (stereo not given)
  0, -1, 3, 50*, 0.2, -2, 2, -7, 0.1
Cc1cc(C(=O)OCC(=O)Nc2ccccc2Cl)c(C)o1
  x, x, x, -3, 0.0, -4, x, -1, 0.0
O=C(NC(=S)Nc1ccc2ncccc2c1)c1ccccc1
  4, 0, 1, -7, 1.7, 1, -4, 3, 0.1
COc1ccc(N2C(=O)CC(Cc3ccc(Br)cc3)C2=O)cc1 (stereo not given)
  1, -11, -7, -13, 5.4, -1, -3, 0, 0.2
O=C(NCc1ccco1)c1ccc(Cl)c(S(=O)(=O)N2CCCC2)c1
  x, x, x, 12, 0.0, 0, x, 7, 0.0
COC(=O)N(C)c1nc2ccccc2s1
  -4, 7, -2, -3, 0.3, -2, 0, 6, 0.0
CCCCc1c(O)nc(SCC(=O)N2CCOCC2)n(-c2ccccc2C)c1=O
  -6, -6, -1, 16, 0.7, -5, 8, -7, -0.1
CCOc1ccccc1NC(=O)c1oc2ccccc2c1NC(=O)C1CC1
  -4, 0, 14, -4, 3.0, -4, -1, -2, -0.4
Cc1ccc(S(=O)(=O)N2CC(O)C2)cc1
  2, 7, -4, 11, -2.2, -4, 0, 2, 0.0
CC(C)Sc1nc2c(c(=O)[nH]c(=O)n2C)n1Cc1ccc(Cl)cc1
  -6, 5, 11, 11, 2.3, -1, -1, -7, 0.0
CC(=O)C1=C(O)C(=O)N(Cc2cccnc2)C1c1ccc(Cl)cc1Cl (stereo not given)
  -1, 9, 5, 3, -0.5, 8, 8, 7, 0.0
Cc1ccc(Cn2cc(/C=N/Nc3ccc([N+](=O)[O-])cn3)c3ccccc32)cc1
  51*, -5, 15, 12, 1.5, 10, 2, 1, 0.0
COc1ccc(-c2sc3cc(OC)c(OC)cc3c2C#CC2(O)CCCCC2)cc1
  x, x, x, 32, 1.9, -1, x, 9, 0.3
COc1ccc2c(c1OC)C(=O)N1c3ccccc3C(=O)N(c3ccc(F)cc3)C21 (stereo not given)
  -10, 2, 4, -1, -1.2, -1, 2, 6, -0.1
CCCSc1nnc(CSc2nc3nc(C)cc(C)n3n2)o1
  2, 7, 4, 15, 0.3, -3, -4, 6, 0.1
C[C@@H]1CC=C[C@H]2[C@H]1C(=O)N(Cc1ccccc1)[C@H]2c1ccc(-c2ccc(F)cc2)cc1F
  0, -11, -2, -9, 3.5, 7, -5, -13, 0.0
CSc1ccc(C2C(C#N)=C(N)Oc3cc4c(cc32)OCO4)cc1 (stereo not given)
  5, -11, 0, 14, 3.5, 0, -2, -10, 0.0
O=C(Oc1cccc(/C=N/Nc2nc(Nc3ccccc3)nc(N3CCOCC3)n2)c1)c1ccco1
  -2, 9, 7, 17, 1.2, 0, -7, 2, 0.2
CCn1c(COc2ccccc2)nnc1SCC(=O)NCc1ccco1
  -6, -13, -8, -15, -3.8, 1, -6, -7, 0.1
CC(=O)N1c2ccc3ccccc3c2C(C)CC12CCCCC2 (stereo not given)
  -1, -12, 3, 3, 3.1, -1, 2, -2, -0.1
CC(=O)Nc1ccc(-c2cc(C(=O)O)c3ccccc3n2)cc1
  3, 5, 0, -1, -0.6, -1, -2, -2, 0.0
COc1ccc(/C=C/C(=O)N2CCCC2)cc1OC
  3, 3, -3, 3, 1.4, -4, -1, 1, 0.4
O=C(c1ccccc1)c1nc[nH]c1C(=O)Nc1ccccc1
  -6, -7, -1, 7, 2.5, 1, 5, -9, 0.0
O=C(c1ccc2c3c(cccc13)C(=O)N(O)C2=O)N1CCCCC1
  -4, -8, 4, 19, 3.4, 0, -9, -5, 0.2
